TIM10 inh: growth inhibitors of isogenic TIM10 control yeast, primary screen, counter-screen for tim10-1 yeast inhibitor project, luminescence, uHTS. inhibition, % at 10 µM. S. cerevisiae TIM10 strain growth, BacTiter-Glo luminescence, 24 h. AID 463195, 2010. actives 1.4% (n = 330,000);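 active = inhibition of 40% or more at the single tested concentration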;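 also: wild-type TIM10 isogenic control strain grown at permissive 25 °C; 0% = DMSO yeast wells and 100% = minimal medium wells without yeast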
beta cell repl: inducers of MIN6 beta-cell proliferation, primary screen, ATP luminescence, uHTS | MIN6 cells proliferation, ATPlite luminescence, 48 h; cells starved in 0.2% serum; 100% = growth in 10% serum | proliferation, % at 10 µM | actives 0.29% (n = 330,000) | AID 2380, 2010;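 active = compounds whose signal lies at least 3.5 SD above the mean of all wells on their plate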;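 also: 0% = DMSO-treated cells in low-serum medium and 100% = 10% serum control; some compounds called inactive have numbers as strong as hits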
tim10-1 inh: growth inhibitors of tim10-1 mutant yeast, primary screen, luminescence, uHTS. S. cerevisiae tim10-1 ts strain growth, BacTiter-Glo, 24 h. actives 2.2% (n = 330,000). AID 463190, 2010. inhibition, % at 20 µM;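 active = inhibition of at least 40%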;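 also: mutant grown at 25 °C; 0% = DMSO wells with yeast and 100% = wells holding no yeast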
APJ ag: agonists of human apelin receptor APJ, primary screen, CHO-K1 cells, PathHunter beta-arrestin, luminescence | P35414 | actives 0.11% (n = 330,000) | activation, % at 20 µM | AID 2520, 2010 | 0% DMSO wells, 100% apelin;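 active = activation more than six SD over the plate average, tested at 20 µM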;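 also: 0% = DMSO alone and 100% = apelin-13 at 10 nM; some results filed as inactive read as strong as hits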
Target sequence (P35414 whole entry, looked up): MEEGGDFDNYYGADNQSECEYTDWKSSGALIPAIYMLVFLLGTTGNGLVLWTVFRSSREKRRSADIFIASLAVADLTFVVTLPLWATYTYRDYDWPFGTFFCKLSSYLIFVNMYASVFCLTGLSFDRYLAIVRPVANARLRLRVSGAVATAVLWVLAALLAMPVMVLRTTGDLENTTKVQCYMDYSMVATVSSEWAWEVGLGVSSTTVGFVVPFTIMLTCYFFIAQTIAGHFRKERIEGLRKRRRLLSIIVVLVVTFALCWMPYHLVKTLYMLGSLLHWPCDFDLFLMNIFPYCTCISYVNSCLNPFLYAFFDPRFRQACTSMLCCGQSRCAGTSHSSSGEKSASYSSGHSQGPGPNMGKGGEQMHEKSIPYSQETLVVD
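Incubation: overnight seeding, 90 min compound at 25 °C, 1 h detection; test system: PathHunter CHO-K1 APJ (AGTRL-1) beta-arrestin reporter cells; amount: 1000 cells/well; doses: one dose, 20 µM compound, 1% DMSO; measured by: beta-gal luminescence; measure: agonist-driven arrestin binding to APJ; benchmarks: negative DMSO alone, positive Apelin-13 at 10 nM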
MPTP block: mitochondrial permeability transition pore inhibitors, primary screen, biochemical, isolated mouse mitochondria, absorbance; Ca2+ swelling absorbance, 30 min; inhibition, % at 10 µM; actives 1.4% (n = 360,000); AID 602449, 2012;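 active = inhibition of 50% or more, scaled per plate between neutral and stimulator controls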;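 also: 0% = DMSO wells given calcium and 100% = 1 mM EGTA wells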
APJ antagonist: antagonists of human apelin receptor APJ, primary screen, CHO-K1 cells, beta-arrestin complementation, luminescence. actives 0.32% (n = 330,000). P35414. inhibition, % at 20 µM;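 active = inhibition above about 40% at 20 µM, limit read from the data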;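 also: cells challenged with 10 nM apelin-13 agonist together with compound; plate controls were apelin-13 plus DMSO wells for no effect and DMSO wells lacking apelin-13 for full effect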
NALP3 yeast inh: NALP3 inflammasome inhibitors in reconstituted yeast, primary screen, luminescence, uHTS; Yeast reconstituted NLRP3/ASC/caspase-1, beta-gal luminescence, 24 h; inhibition, % at 10 µM; actives 0.39% (n = 330,000);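 active = inhibition of 50% or more; inactive = inhibition below 50%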;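 also: plate controls were induced DMSO wells for no effect and uninduced yeast grown without galactose for full effect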
GRIN3A LBD mod: binders of NR3A ligand-binding domain, primary screen, biophysical, differential scanning fluorimetry, uHTS | Glutamate receptor ionotropic, NMDA 3A (GRIN3A) ligand-binding domain | NR3A LBD differential scanning fluorimetry, Tm shift; 0% = protein alone, 100% = glycine-bound protein | Tm shift relative to glycine control, % at 25 µM | actives 2.5% (n = 340,000) | AID 1259313, 2017;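 active = melting temperature shift of at least 10% of the positive control shift, at one fixed dose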
tim23-1 inh: growth inhibitors of tim23-1 mutant yeast, primary screen, luminescence, uHTS. S. cerevisiae tim23-1 growth, BacTiter-Glo luminescence, 24 h. inhibition, % at 20 µM. actives 1.3% (n = 330,000). AID 463212, 2010;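 active = growth inhibition of the mutant yeast at or above 50%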;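 also: temperature-sensitive mutant grown at 25 °C; plate controls were DMSO-treated mutant yeast for no effect and medium wells lacking yeast for full effect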
Numbers without * were called inactive; nt = not tested or not shown. Hits appear at their usual frequency; overall some 7.2% were active at least once.

Sample of the layout, five compounds:
SMILES	TIM10 inh	beta cell repl	tim10-1 inh	APJ ag	MPTP block	APJ antagonist	NALP3 yeast inh	GRIN3A LBD mod	tim23-1 inh
C=CCn1c(CSCc2ccc(Cl)cc2Cl)nnc1SCC(=O)Nc1ccc(C(=O)O)cc1	-8	-3	1	-2	2.6	-10	7	1	7
O=C(Nn1cnnc1)c1csc2ccccc12	-8	0	-3	-3	-0.8	24	2	1	6
O=C(CNC(=O)Cn1cnc2sc3c(c2c1=O)CCCC3)NCc1ccccn1	-13	0	16	-3	0.4	-6	8	-1	1
CCCCc1ccc(NC(=O)CSc2nc(=O)n(CCN3CCOCC3)c3c2CCC3)cc1	6	0	17	-3	-2.2	19	-3	-4	14
Cc1ccc(C2=[N+]([O-])C(C)(C)N(O)C2(C)C)cc1	2	-1	1	-2	-0.8	4	-2	2	-10

Results, previewed entries included:
SMILES	TIM10 inh	beta cell repl	tim10-1 inh	APJ ag	MPTP block	APJ antagonist	NALP3 yeast inh	GRIN3A LBD mod	tim23-1 inh
C=CCn1c(CSCc2ccc(Cl)cc2Cl)nnc1SCC(=O)Nc1ccc(C(=O)O)cc1	-8	-3	1	-2	2.6	-10	7	1	7
O=C(Nn1cnnc1)c1csc2ccccc12	-8	0	-3	-3	-0.8	24	2	1	6
O=C(CNC(=O)Cn1cnc2sc3c(c2c1=O)CCCC3)NCc1ccccn1	-13	0	16	-3	0.4	-6	8	-1	1
CCCCc1ccc(NC(=O)CSc2nc(=O)n(CCN3CCOCC3)c3c2CCC3)cc1	6	0	17	-3	-2.2	19	-3	-4	14
Cc1ccc(C2=[N+]([O-])C(C)(C)N(O)C2(C)C)cc1	2	-1	1	-2	-0.8	4	-2	2	-10
O=C(N/N=C\c1c(O)ccc2ccccc12)c1ccc(Cn2cccn2)o1	-81	-6	-8	-2	2.2	2	8	-8	-17
CC1=Nc2ccc(C)cc2/C1=C/c1c(N)n2nc(CC(=O)N3CCOCC3)sc2nc1=O	10	-2	1	-1	-2.0	1	5	7	24
Cc1ccc(NS(=O)(=O)c2ccc3c(c2)oc(=O)n3C)cc1	-2	-2	3	-2	0.6	-14	13	3	13
CCOC(=O)c1ccc(N2C(=O)CC(N3CCN(C(=O)c4ccccc4)CC3)C2=O)cc1 (stereo not given)	1	1	20	-3	-1.6	22	-3	-2	19
CCC(C)(C)NC(=O)C(OC(=O)c1ccco1)c1ccccc1OC (stereo not given)	23	3	23	0	-0.3	10	-11	-2	22
Cc1ccc(NC(=O)CCN2C(=O)CSC2=O)cc1	4	-2	-10	-1	1.3	17	5	-3	5
CS(=O)(=O)Cc1ccc(C(=O)NC2CCCc3ccccc32)cc1 (stereo not given)	-17	-3	-3	-4	-2.3	-3	6	-1	2
CCCCC(=O)N1CC(=O)Nc2ccc(F)cc2C1c1ccccc1 (stereo not given)	-5	-5	21	-1	0.5	-12	8	-2	21
Cc1c(NC(=O)CN2C(=O)NC(CCc3ccccc3)C2=O)c(=O)n(-c2ccccc2)n1C (stereo not given)	2	-2	6	-1	-2.8	6	-13	-1	14
CCCCN(C(=O)c1ccc(N2CCCC2=O)cc1)c1c(N)n(Cc2ccccc2)c(=O)[nH]c1=O	1	-4	6	-1	-0.5	21	18	-5	27
Fc1ccc(C2CC(c3cccs3)=NN2c2ccccc2)cc1 (stereo not given)	26	-5	20	-4	2.2	5	11	-2	11
CCCCCC(=O)c1ccc(O)cc1O	33	0	25	-2	13	-5	11	-2	54*
Cc1cccc(N2CCN(C(=O)c3c(C)nn(Cc4ccccc4Cl)c3C)CC2)c1C	12	-4	26	-4	-1.5	12	19	-5	28
O=S(=O)(Nc1cccc(Oc2cnccn2)c1)c1ccc(F)cc1	-13	-1	32	7	-0.3	-14	24	-3	21
Cc1cc(C)c(C#N)c(SCc2ccc(C(=O)O)cc2)n1	10	-2	1	5	1.3	-21	0	2	8
Sc1oc(-c2ccccc2)cc1C=Nc1ccccc1	24	-5	27	-5	2.1	25	18	14*	21
Cc1ccc(NC(=O)Nc2cc(S(C)(=O)=O)ccc2Cl)cc1	-6	0	10	-1	11	9	-5	-8	10
O=C1CCC(C(=O)N2CCCCO2)CN1CCc1ccc(Cl)cc1 (stereo not given)	-1	1	9	9	2.5	16	9	2	1
COc1ccccc1C(=O)NCCC(=O)NC(C)c1ccc(-n2ccnc2)cc1 (stereo not given)	-9	-5	-1	-4	0.1	-3	11	-2	-10
Cc1cccnc1NC(=O)C12CCC(C)(C(=O)O1)C2(C)C (stereo not given)	-5	-2	9	-1	-0.9	-13	14	1	3
(further entries)
SMILES	TIM10 inh	beta cell repl	tim10-1 inh	APJ ag	MPTP block	APJ antagonist	NALP3 yeast inh	GRIN3A LBD mod	tim23-1 inh
Fc1ccccc1CSc1nnc(-c2cccnc2)o1	3	-1	2	-2	0.1	16	19	-1	18
CCN(CC)C(=O)Cn1cc(C(=O)C(=O)N2CCN(C)CC2)c2ccccc21	-2	-3	-17	-5	0.0	8	10	-1	-19
CCSc1ncc(Cl)c(C(=O)Nc2ccc(S(=O)(=O)Nc3ncccn3)cc2)n1	-1	-2	8	-2	0.0	26	12	2	6
CCc1ccc2c(CSc3nnnn3C)cc(=O)oc2c1	-19	6	0	0	0.3	5	6	-1	10
O=C(COC(=O)Cc1ccccc1F)NNC(=O)c1ccc([N+](=O)[O-])cc1	-6	-3	-11	18	-1.0	-6	10	0	4
COc1cc(CCC(=O)Nc2cc(C)cc(C)c2)cc(OC)c1OC	10	-3	24	-3	2.2	-18	-2	0	13
O=C(COC(=O)c1cccs1)NC12CC3CC(CC(C3)C1)C2	27	-3	39	-1	-0.9	-5	-4	-2	35
Cn1nc(C(=O)Nc2ccc3c(c2)OCCO3)c2ccccc2c1=O	13	-2	16	-3	-1.1	11	7	-3	25
COc1ccc2oc(C(=O)OCC(=O)c3ccc4c(c3)OCCO4)c(C)c2c1	7	-1	-1	3	0.9	1	4	0	-10
COc1cc2cc(C(=O)NCCc3ccccc3)[nH]c2cc1OC	-16	1	7	-1	0.3	17	10	-2	7
NS(=O)(=O)c1ccc(NC(=O)Cn2ncc3c2-c2ccccc2OC3)cc1	0	0	-7	-3	-0.6	8	-4	2	-9
O=C(CN(CCc1ccccc1)S(=O)(=O)c1ccc(Cl)cc1)N/N=C/c1ccccc1C(=O)O	19	-4	18	-2	-1.6	-21	21	-30	21
CC(C)(O)CCCC(C)(O)c1ccc(C(=O)O)cc1O (stereo not given)	1	-5	16	-2	0.0	-8	-3	-1	8
CC1C(c2ccccc2)=[N+]([O-])C2(CCCCC2)N1O (stereo not given)	-1	0	-20	-1	-3.1	-17	25	-1	-11
COc1ccc(N(CC(=O)Nc2cc(Cl)ccc2C)S(=O)(=O)c2c(C)noc2C)cc1	1	-3	31	-4	0.2	28	13	2	29
COc1cc(NC(=O)C2CC(c3cccc(OC)c3OC)=NO2)cc(OC)c1OC (stereo not given)	26	1	30	7	4.2	5	13	0	35
CC(=O)c1ccc(NC(=O)COC(=O)c2ccc(F)cc2F)cc1	2	0	-6	0	0.3	8	17	3	5
Cn1c(N)c(C(=O)COC(=O)c2cncc(Br)c2)c(=O)n(C)c1=O	0	1	14	-2	-0.5	-12	10	-1	8
Cc1ccc(S(=O)(=O)N2CCN(CC(=O)N/N=C/c3ccco3)CC2)cc1	-8	0	7	3	-0.7	20	15	0	16
Nc1c(C(=O)Nc2ccc3c(c2)OCCO3)nnn1Cc1cccc(F)c1	13	4	20	-2	-2.4	-16	14	nt	23
COCCCN(C(=S)Nc1c(C)cc(C)cc1C)C(C)c1ccccn1 (stereo not given)	-6	-1	15	-2	1.2	7	-6	-5	23
O=C(NC1CC1)C1CCN(C2CCN(C(=O)/C=C/c3cccs3)CC2)CC1	-24	-3	8	-2	1.8	6	-3	-1	-4
CCCCN(CC)CCCNC(=O)c1cc2cc3ccc(OC)cc3nc2o1	66*	-2	43*	-3	0.8	-17	15	2	47
O=C(COC(=O)c1cc(S(=O)(=O)N2CCCCC2)ccc1N1CCOCC1)c1ccc(F)cc1	2	5	16	4	-0.2	-12	12	2	15
CC(C)(c1ccccc1)c1ccc(OCC(O)CN2CCCC2)cc1 (stereo not given)	7	-5	11	1	2.7	4	23	0	6
Next part
SMILES	TIM10 inh	beta cell repl	tim10-1 inh	APJ ag	MPTP block	APJ antagonist	NALP3 yeast inh	GRIN3A LBD mod	tim23-1 inh
Cc1ccc(C)c(OCC(=O)NCCN(C)C)c1	-1	0	-1	-1	-0.6	0	18	-7	5
CCOC(=O)/C=C/C(=O)NNC(=O)c1ccccc1Cl	3	2	5	-4	0.3	6	-6	-2	16
O=C(COC(=O)/C=C/c1ccccc1[N+](=O)[O-])Nc1ccc(OC(F)F)cc1	-8	-1	3	1	-0.8	-2	1	-2	2
COc1ccc(COC(=O)N/N=C(\C)CC(=O)NCc2ccc(Cl)cc2)cc1	-3	-2	15	-6	1.4	7	11	-1	14
O=C(Nc1cc2c3c(c1)CC(=O)N3CCC2)C1CC1	5	-2	12	-1	0.6	16	10	1	18
Cc1cc(=O)n2nc(N3CCC(C(=O)N4CCN(c5ccccc5)CC4)CC3)sc2n1	-1	4	5	0	2.1	-2	5	-1	-10
COc1cc(NC(=O)C2CC(=O)NC3=C2C(=O)CCC3)c(OC)cc1Cl (stereo not given)	-3	-1	-1	-3	-2.7	-7	14	-4	-2
CCOc1ccccc1-c1nc2c([nH]1)c(=O)n(C)c(=O)n2C	-5	2	28	-1	0.4	-6	12	0	14
Cc1c(Cl)cccc1NC(=O)CNC(=O)C1CC(=O)N(CCc2ccccc2)C1 (stereo not given)	-4	0	8	-4	1.3	-4	3	-1	13
Cc1ccc(NC(=O)c2cc(N(C)C)ccc2[P+](=O)O)cc1	-12	-4	-12	-4	0.2	-7	6	0	-18
COCOc1ccc(C=O)c(O)c1	-7	-3	4	0	-0.9	-40	7	1	13
CCN(CC)c1ccc(N/C(N)=N/c2nc(C(F)(F)F)cc(=O)[nH]2)cc1	-1	-5	-9	-1	0.9	9	2	0	1
O=C(CCCCn1c(=S)[nH]c2ccsc2c1=O)NCc1ccc2c(c1)OCO2	3	-1	10	2	0.2	14	16	-11	7
COc1ccc(C2Nc3ccc4ccccc4c3-c3c2c(=O)oc2ccccc32)cc1 (stereo not given)	-9	-4	-13	6	16	13	-17	nt	15
COC(=O)c1cc(OC)c(OC)cc1NC(=S)N1CCCC(CO)C1 (stereo not given)	8	-5	3	-5	-2.9	3	4	-2	-2
CC(=O)c1ccc(-c2ccc(C(=O)N3CCC(C(N)=O)CC3)o2)cc1	10	5	-2	4	-1.7	-7	11	2	-6
Nc1nc(NCc2ccccc2)nc(NCCO)c1[N+](=O)[O-]	18	6	17	-1	-0.5	21	9	2	14
COCc1cc(C)nc(Nc2ccc(C)c(C)c2)c1C#N	-15	-2	-8	-7	1.9	6	26	-1	-1
CC(=O)Nc1ccccc1NS(=O)(=O)c1ccccc1[N+](=O)[O-]	-3	0	10	-5	0.4	18	8	0	-1
Cn1nc(-c2ccccc2)c(-c2nc(-c3cccc(Cl)c3)no2)c1Cl	4	0	10	-7	5.0	23	13	2	8
COc1ccc(OC)c2nc(-c3cccnc3)ccc12	11	-2	18	-2	-0.5	8	19	-4	17

Screening results as filed in PubChem.
